MEX-5 binding: C. elegans MEX-5 TCR-2 RNA binding activity | Q9XUB2 | MEX-5/FITC-TCR2 RNA binding, fluorescence polarization; hits give low values | activity score (negative = inhibition of binding), % at 10 µM | 300,000 compounds, 0.38% hits | AID 1832;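 active = inhibition past about -25% in most replicates, and total fluorescence under double the plate's negative control median, limit read from the data; inconclusive = replicates evenly split on the limit, or fluorescence at least double controls; inactive = too little inhibition in most replicates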;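 also: 0% = DMSO and -100% = 5 µM competing unlabeled TCR2 RNA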
Efflux pump inh: antifungal efflux pump inhibition, Nile Red retention; inhibition, % at 10 µM; S. cerevisiae Candida pump triplex; 330,000 compounds, 0.44% hits;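 active = plate passing quality check with inhibition over a set limit, or well fluorescence over plate mean plus 4 SD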;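 also: Nile Red retained in pooled yeast measured as flow cytometry median fluorescence; 0% = buffer negative control and 100% = Enniatin B positive control; higher means more Nile Red kept so more efflux inhibition; some compounds called inactive have numbers as strong as hits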
Bcl-xL primary: inhibitors of human Bcl-xL | Q07817 | GST-Bcl-xL / FITC-Bim BH3 peptide fluorescence polarization | inhibition, % at 10.9 µM | 320,000 compounds, 0.7% hits | AID 2129;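 active = inhibition above the mean of all tested compounds plus 3 SD, cutoff set per campaign, cut at about 30% in these data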;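 also: 0% = DMSO wells and 100% = unlabeled Bim-BH3 peptide competitor; inhibitors lower millipolarization by displacing the labeled peptide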
VLA-4 inh: inhibition in a human VLA-4 binding assay | VLA-4 expressing cells, ligand binding flow cytometry | P13612 | 330,000 compounds, 0.2% hits | inhibition, % (about 7 µM as worked out from the volumes in the protocol); in the data active = inhibition above about 50%
Target sequence (P13612 whole entry, looked up): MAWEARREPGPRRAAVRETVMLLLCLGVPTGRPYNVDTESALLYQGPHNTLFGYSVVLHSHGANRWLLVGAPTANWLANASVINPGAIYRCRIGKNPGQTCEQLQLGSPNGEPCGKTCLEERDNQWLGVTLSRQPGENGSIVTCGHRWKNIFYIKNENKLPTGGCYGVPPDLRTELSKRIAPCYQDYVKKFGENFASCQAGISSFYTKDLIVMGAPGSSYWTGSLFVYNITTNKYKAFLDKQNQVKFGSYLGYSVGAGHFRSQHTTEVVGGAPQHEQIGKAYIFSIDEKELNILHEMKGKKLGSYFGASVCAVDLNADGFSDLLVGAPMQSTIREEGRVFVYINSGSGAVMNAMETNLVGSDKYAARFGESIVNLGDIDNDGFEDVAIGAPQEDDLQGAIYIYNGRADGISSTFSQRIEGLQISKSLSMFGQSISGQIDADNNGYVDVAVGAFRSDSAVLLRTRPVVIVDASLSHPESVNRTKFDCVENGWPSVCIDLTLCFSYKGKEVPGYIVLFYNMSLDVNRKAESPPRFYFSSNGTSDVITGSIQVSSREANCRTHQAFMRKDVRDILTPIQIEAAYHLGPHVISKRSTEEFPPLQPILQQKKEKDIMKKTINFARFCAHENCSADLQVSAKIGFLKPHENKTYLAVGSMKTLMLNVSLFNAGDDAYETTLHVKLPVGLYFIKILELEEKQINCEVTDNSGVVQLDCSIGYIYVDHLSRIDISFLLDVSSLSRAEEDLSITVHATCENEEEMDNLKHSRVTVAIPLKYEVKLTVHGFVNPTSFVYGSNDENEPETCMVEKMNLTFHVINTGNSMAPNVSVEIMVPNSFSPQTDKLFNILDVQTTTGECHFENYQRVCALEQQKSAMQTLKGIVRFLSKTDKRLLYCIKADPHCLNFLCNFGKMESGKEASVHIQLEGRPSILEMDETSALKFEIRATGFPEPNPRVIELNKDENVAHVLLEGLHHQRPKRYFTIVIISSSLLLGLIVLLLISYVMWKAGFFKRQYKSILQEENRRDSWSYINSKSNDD
GRK2 inh: inhibitors of human GRK2 displacing RNA aptamer; P25098; bead flow cytometry, FAM-aptamer displacement from GRK2; inhibition of aptamer binding, % at 10 µM; 330,000 compounds, 0.59% hits;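 active = inhibition of aptamer binding above 40%, roughly 3 SD of noise, on plates passing a quality check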;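 also: median bead fluorescence of bound FAM aptamer so fluorescent compounds give negative values; no value below 0 was filed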
MCL1 BIM primary: MCL1-BIM-BH3 interaction inhibition (human) | Q07820 | AID 2057 | inhibition, % at 10.9 µM | 320,000 compounds, 0.68% hits | GST-MCL1 / FITC-Bim-BH3 fluorescence polarization;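 active = inhibition above the mean inhibition of all tested compounds plus 3 SD, set per campaign, cut at about 40% in these data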;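 also: 0% = DMSO wells and 100% = unlabeled Bim-BH3 peptide control; higher means more loss of mP so more displacement of Bim peptide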
GLD-1 RNA inh: GLD-1-TGE RNA interaction inhibition (C. elegans); inhibition, % at 5.96 µM; Q17339; AID 2280; 320,000 compounds, 0.44% hits; purified GLD-1 + fluorescein TGE RNA, fluorescence polarization;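 active = percent inhibition above a per-plate cutoff, the plate mean of test compounds plus 3 SD, cut at about 30% in these data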;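 also: 0% = DMSO wells with GLD-1 and probe and 100% = wells lacking GLD-1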
Fam108B inh: blocks mouse Fam108B hydrolase in RBBP9 counter-screen; AID 1947; 300,000 compounds, 0.33% hits; inhibition, % at 9.51 µM; recombinant Fam108B, FP-Rh probe fluorescence polarization;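 active = inhibition above the screen mean inhibition plus 3 SD, computed separately per campaign, cut at about 18% in these data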;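 also: inhibitors lower polarization as less probe binds the enzyme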
PME-1 primary: blocks human protein phosphatase methylesterase 1; recombinant PME-1, FP-Rh probe fluorescence polarization; AID 2130; 320,000 compounds, 0.53% hits; inhibition, % at 5.9 µM;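 active = inhibition above the campaign mean of all compounds plus 3 SD, cut at about 26% in these data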;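 also: competitive labeling of PME-1 active site by serine hydrolase directed probe; 0% = PME-1 with DMSO and 100% = wells lacking PME-1 enzyme; inhibitors block probe labeling so polarization falls and inhibition rises; many of its hits are not listed in these tables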
Starred values were filed as active, the others as inactive; ? = inconclusive; . = no result given.

SMILES	MEX-5 binding	Efflux pump inh	Bcl-xL primary	VLA-4 inh	GRK2 inh	MCL1 BIM primary	GLD-1 RNA inh	Fam108B inh	PME-1 primary
CC1=C(C(=O)OCC2CCCCC2)C(c2ccc(F)cc2)NC(=O)N1 (stereo not given)	0.0	0.0	2	-2	7	11	13	-3	-10
C=CCC(C(=O)OC)(C(=O)OC)c1ccc([N+](=O)[O-])cc1[N+](=O)[O-]	0.0	-0.1	6	3	1	5	-1	1	8
CCC1(C)Cc2c(sc3nnn(CC(=O)Nc4ccc(Cl)cc4)c(=O)c23)CO1 (stereo not given)	-0.8	0.1	6	4	5	3	12	-30	-33
N#Cc1cccc(NC(=O)CSc2ccccc2)c1	0.9	-0.1	3	8	1	11	9	-5	-2
CN(Cc1ccccc1F)C(=O)CN1CCN(S(=O)(=O)c2ccc3c(c2)OCCCO3)CC1	.	0.1	-2	5	0	2	1	.	2
CCN(CC)CCCNC(=O)C1CCN(C(=O)c2cc3sccc3n2Cc2ccc(F)cc2)CC1	-2.7	0.0	3	9	0	1	2	1	-3
CCCCCNc1c(C(=O)OCC)c(=O)[nH]c2ccccc12	0.7	0.0	0	-4	1	1	-4	-2	1
O=C(CSc1nnnn1-c1ccccc1)Nc1ncc(Cc2ccccc2Cl)s1	-0.3	0.0	2	5	1	2	-1	-5	3
CCc1ccc(-c2nc(SCC(=O)NC3CC3)n[nH]2)cc1	2.3	-0.1	-3	8	0	-7	3	3	0
COC(=O)c1ccc(NC(=O)Nc2cccc(F)c2)cc1	0.3	-0.1	6	7	4	5	0	-5	-28
Cc1nc2ccc(NC(=O)CCS(=O)(=O)c3ccc(Cl)cc3)cc2s1	1.0	-0.1	4	24	2	4	6	3	2
CCCCc1oc2c(c(=O)c1C)C(=O)CC(c1ccccc1)C2 (stereo not given)	0.5	0.1	6	0	3	4	3	2	2
CC(C)(C)S(=O)(=O)c1cnc2c(-c3ccsc3)cnn2c1N	1.3	0.0	4	2	0	4	2	-4	3
S=C(NCCc1ccccc1)N/N=C/c1ccccc1Cl	2.4	0.0	1	-17	0	4	4	-22	-21
CCCC(C(=O)NC(C)(C)C)N(CC1CCCO1)C(=O)c1snc(C(N)=O)c1N (stereo not given)	3.7	0.1	6	2	7	2	-1	-1	-1
CSc1ccc(CNC(C)(C)CO)cc1	-0.1	0.1	4	6	1	10	3	7	4
COC(=O)[C@@H]1CCCN1C(=O)CCc1nnc(C2CCCCC2)o1	1.9	-0.2	-3	21	1	-11	6	2	-3
Cc1cc(NC(=O)CSCC(=O)Nc2ccc(Cl)c(C(F)(F)F)c2)no1	-0.3	0.1	-2	0	1	-2	6	-3	-8
O=C(O)CCSc1nnc(COc2cccc3cccnc23)n1-c1ccccc1	0.3	0.0	-8	1	0	-7	-2	2	0
O=C1c2ccccc2C(=O)N1CCSC(=S)N1CCOCC1	-2.0	0.0	3	10	4	7	-2	2	-2
CNC(=O)[C@@H]1C[C@H]1[C@@H](NC(=O)OCc1ccccc1)c1ccccc1	-0.5	-0.1	5	-17	1	-4	-8	5	-1
CCOC(=O)C(Sc1cc(C)nc(N)n1)C(C)=O (stereo not given)	0.1	0.0	9	11	2	7	2	0	-3
O=C1C2C3CCC(C3)C2C(=O)N1c1ccc2ccccc2c1 (stereo not given)	-0.4	0.0	4	-2	1	-5	6	0	0
CCN1C2=C(C(=O)CCC2)C(c2ccc(O)cc2)C2=C1CCCC2=O	-3.0	0.0	6	6	2	11	7	2	4
COc1ccc(Cl)c(N2CCN(CCCNC(=O)Nc3ccc(C)cc3)CC2)c1	1.0	0.1	6	18	0	6	1	3	-2
COc1ccc(NC(=O)c2ccc3nccnc3c2)cc1	1.4	-0.1	7	-1	0	3	-1	-1	-4
c1ccc(C(c2ccccc2)N2CCN(Cc3nnnn3C3CCCCC3)CC2)cc1	2.7	0.2	2	0	0	2	2	1	-5
COc1cc2cc(C(c3nnnn3C3CCCC3)N(C)C3CCCCC3)c(=O)[nH]c2cc1OC (stereo not given)	2.5	-0.1	-3	-1	5	-3	-5	0	2
CN(C)C(CNC(=O)c1ccco1)c1cccs1 (stereo not given)	1.5	-0.1	0	2	0	-1	-6	3	0
CCOC(=O)N1CCC(NC(=O)C2CCCN(C(=O)c3cc4sccc4n3C)C2)CC1 (stereo not given)	4.2	0.0	4	14	4	3	6	-7	0
CN(CC(=O)NCC1CCCCC1)CC(=O)Nc1ccc(F)cc1	.	0.2	-8	4	2	-11	-4	.	8
Oc1[nH]c2ccccc2c1N=Nc1cccc(Cl)c1	?	0.3	9	10	0	0	16	-1	2
Cn1nnnc1SCC(=O)N1c2ccccc2CCc2ccccc21	-0.4	-0.1	10	-2	4	7	-1	3	1
CCCn1c(SCC(=O)c2cc(OC)ccc2OC)nnc1-c1ccco1	-0.6	0.0	-7	-3	0	-6	7	-2	-5
COC(=O)c1cc(CSc2nc3ccccc3c(=O)n2C)oc1C	-0.5	0.7	1	-2	0	0	-6	2	-1
CN1CCN(S(=O)(=O)c2ccc(NC(=S)NC(=O)C3CC3)cc2)CC1	2.5	10*	9	9	0	17	3	12	1
CC(=O)N1CCC(N2CCN(c3ccccc3F)CC2)CC1	-1.0	0.7	-1	15	6	-6	2	0	0
CCC(C)c1c(O)nc(SCC(=O)N2CCCCC2)[nH]c1=O (stereo not given)	1.3	0.0	0	-2	0	-5	1	5	-4
COc1cccc(C(=O)NCCSc2ccc(F)cc2)c1	1.2	0.1	8	15	2	0	-6	0	-2
OC1CCN(Cc2cccc(Oc3ccccc3)c2)CC1	-1.4	0.1	1	5	1	5	6	0	-4
CN1/C(=C\C(=O)Nc2cccnc2)c2ccccc2CC1(C)C	-2.0	0.1	10	11	1	16	6	1	2
CCc1nnc(NC(=O)c2cccnc2SC)s1	-0.3	0.0	-2	2	2	0	9	5	-4
CC(C)CN1C(=O)/C(=C/c2cccs2)NC1=S	0.3	0.1	-7	10	0	-10	6	2	-5
Cc1sc(NC(=O)c2ccc(F)cc2)c(CN2CCCCCC2)c1C	3.3	-0.2	-3	20	6	-4	-14	-2	3
COCCC(=O)N1CCc2ccc(NC(=O)c3ccc(C(F)(F)F)cc3)cc2C1	1.3	0.0	5	-7	0	11	-1	2	-1

2 entries drawn at random from the list so far, as already listed:
SMILES	MEX-5 binding	Efflux pump inh	Bcl-xL primary	VLA-4 inh	GRK2 inh	MCL1 BIM primary	GLD-1 RNA inh	Fam108B inh	PME-1 primary
CN(CC(=O)NCC1CCCCC1)CC(=O)Nc1ccc(F)cc1	.	0.2	-8	4	2	-11	-4	.	8
Oc1[nH]c2ccccc2c1N=Nc1cccc(Cl)c1	?	0.3	9	10	0	0	16	-1	2

Next section.
SMILES	MEX-5 binding	Efflux pump inh	Bcl-xL primary	VLA-4 inh	GRK2 inh	MCL1 BIM primary	GLD-1 RNA inh	Fam108B inh	PME-1 primary
CCOc1ccc2ncc(C(=O)c3ccc(OC)cc3)c(N3CCN(CC)CC3)c2c1	2.4	-0.1	2	3	0	-4	4	-4	1
Cc1cccc(NC(=S)N=Nc2c(O)[nH]c3ccccc23)c1	-1.1	-0.1	5	0	0	9	12	1	7
CC(C)(C)OC(=O)NNC(=O)NC12CC3CC(CC(C3)C1)C2	3.9	0.0	1	10	0	-4	1	0	-1
CCOC(=O)CSc1nnc(CNC(=O)c2cccs2)n1-c1ccccc1	-0.3	0.0	-5	7	0	-2	-8	-2	0
O=c1[nH]c2cc(S(=O)(=O)CCO)ccc2o1	-5.5	-0.1	3	2	0	10	2	1	6
COc1ccccc1C(C#N)N1N=C(C)CC1(C)C (stereo not given)	1.9	0.0	2	-4	0	6	5	0	10
O=C(Nc1nccs1)C1CC2CCC1C2 (stereo not given)	-1.2	0.1	7	-9	0	5	0	-7	-4
Cc1ccc2c(CN3CCN(Cc4ccc5c(c4)OCO5)CC3)cc(=O)oc2c1C	-0.3	-0.1	3	31	0	3	-2	3	-8
CCc1nnc(NC(=O)CSc2nc(-c3ccccc3)c(-c3ccccc3)o2)s1	0.7	-0.4	-1	-1	6	-2	1	8	4
O=C(CN1CCOCC1)Nc1cc([N+](=O)[O-])ccc1Cl	-3.3	-0.1	5	11	0	0	-3	-2	1
O=C(Nc1cccc2c1CCCC2)c1ccc(Cl)c([N+](=O)[O-])c1	-7.3	0.0	0	20	0	-5	6	-1	-12
O=S(=O)(NC(=NCc1ccccc1)c1ccc(F)cc1)c1ccc(Cl)cc1	1.5	0.2	10	-11	1	5	1	-1	0
CC(C)CN(C(=O)COC(=O)c1ccc2c(c1)OCO2)c1c(N)n(Cc2ccccc2)c(=O)[nH]c1=O	2.4	0.0	4	5	0	6	4	0	4
O=c1cc(COc2ncnc3ccccc23)nc2sccn12	-1.4	0.5	2	3	9	5	0	-2	-2
COc1ccc(CNS(=O)(=O)c2cccc(S(=O)(=O)N3CCOCC3)c2)cc1	1.3	-0.1	4	22	0	4	6	3	6
CCOC(=O)C1(CCCc2ccccc2)CCN(C(=O)c2cc(C)nn2CC)CC1	1.2	-0.1	-3	12	4	-2	0	1	-2
Cc1cc(C)c(S(=O)(=O)N2CCCC2=O)cc1N(C)S(C)(=O)=O	-0.6	0.1	.	-2	0	.	.	.	.
CC(C)n1cc(CN2CCC(C(=O)Nc3ccc(Oc4ccccc4F)cc3)CC2)cn1	1.4	0.1	2	-106	0	0	1	3	-3
O=C(c1ncc[nH]1)c1ccccc1Cl	1.6	0.0	2	4	1	5	5	2	1
COc1ccc(/C=C/C(=O)Nc2c(C)nn(C)c2C)cc1COc1ccc(Br)cc1	-0.7	0.1	-2	22	0	2	7	-2	-9
O=C(Cn1cccn1)N1CCCC(N2CCN(Cc3ccc4c(c3)OCO4)CC2)C1 (stereo not given)	-2.4	0.1	7	-19	0	6	6	6	-3

Among those listed so far, 8 contain a thiophene ring, fused or not:
SMILES	MEX-5 binding	Efflux pump inh	Bcl-xL primary	VLA-4 inh	GRK2 inh	MCL1 BIM primary	GLD-1 RNA inh	Fam108B inh	PME-1 primary
CCC1(C)Cc2c(sc3nnn(CC(=O)Nc4ccc(Cl)cc4)c(=O)c23)CO1 (stereo not given)	-0.8	0.1	6	4	5	3	12	-30	-33
CCN(CC)CCCNC(=O)C1CCN(C(=O)c2cc3sccc3n2Cc2ccc(F)cc2)CC1	-2.7	0.0	3	9	0	1	2	1	-3
CC(C)(C)S(=O)(=O)c1cnc2c(-c3ccsc3)cnn2c1N	1.3	0.0	4	2	0	4	2	-4	3
CN(C)C(CNC(=O)c1ccco1)c1cccs1 (stereo not given)	1.5	-0.1	0	2	0	-1	-6	3	0
CCOC(=O)N1CCC(NC(=O)C2CCCN(C(=O)c3cc4sccc4n3C)C2)CC1 (stereo not given)	4.2	0.0	4	14	4	3	6	-7	0
CC(C)CN1C(=O)/C(=C/c2cccs2)NC1=S	0.3	0.1	-7	10	0	-10	6	2	-5
Cc1sc(NC(=O)c2ccc(F)cc2)c(CN2CCCCCC2)c1C	3.3	-0.2	-3	20	6	-4	-14	-2	3
CCOC(=O)CSc1nnc(CNC(=O)c2cccs2)n1-c1ccccc1	-0.3	0.0	-5	7	0	-2	-8	-2	0

High-throughput results from PubChem BioAssay.

A portion of the library; count on the stated rates, not on these rows.
